Giardia killer: Small Molecules that selectively kill Giardia lamblia: qHTS. activity change, % at 7.66 µM, hits read low. Giardia lamblia trophozoite viability. AID 540267, 2011. actives 0.15% (n = 340,000); in the data active means activity change below about -80%; inconclusive means between about -30% and that limit;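 further: parasites exposed to compound for two days anaerobically before the ATP read; on the % scale 0 is the no-effect control and ±100 the full control effect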
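Media and compound were dispensed first, then trophozoites at 100 cells/well; plates sat 48 hrs at 37 deg C without oxygen before ATP luminescence reagent was added and read after 15-30 min at room temperature.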
FBPA coupling cs: qHTS Assay for Inhibitors of Fructose-1,6-bisphosphate Aldolase from Giardia Lamblia: Coupling assay counterscreen | coupling enzyme system counterscreen, AmpLite Red fluorescence | activity change, negative = inhibition, % at 58.2 µM, hits read low | actives 0.67% (n = 290,000) | AID 2472, 2010; in the data active means activity change below about -30%; further: on the % scale 0 is the no-effect control and ±100 the full control effect
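Counterscreen lacking aldolase: glyceraldehyde-3-phosphate coupling-enzyme reagent preincubated 10 min at RT with compound (at 57.5 uM final), then substrate/coupling system with AmpLite Red added; fluorescence read at 525/598 nm after 20 min RT.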
TSG101-PTAP inh: qHTS Assay for Iinhibitors of HIV-1 Budding by Blocking the Interaction of PTAP/TSG101; Tumor susceptibility gene 101 protein (Homo sapiens), Q99816; Fluorescence polarization, FITC-PTAP peptide / Tsg101 binding; Potency, µM (doses to about 115 µM), without a hit: at the highest dose activity change, negative = inhibition, most hits filed as inhibitors; 340,000 tested, under 10 active; AID 493005, 2010; active means well fitted inhibition curve with a large enough effect in the main read-out, with a control signal flat, not every such curve was filed as active; inconclusive means small, poorly fitted or top-dose-only effect, or effect the other way, or a change in a side signal; inactive means no such curve, though single readings can be large or run the other way; further: potency means the concentration at half of the fitted maximal effect; % of control where 0% means no effect
Target sequence (Q99816 whole entry, looked up): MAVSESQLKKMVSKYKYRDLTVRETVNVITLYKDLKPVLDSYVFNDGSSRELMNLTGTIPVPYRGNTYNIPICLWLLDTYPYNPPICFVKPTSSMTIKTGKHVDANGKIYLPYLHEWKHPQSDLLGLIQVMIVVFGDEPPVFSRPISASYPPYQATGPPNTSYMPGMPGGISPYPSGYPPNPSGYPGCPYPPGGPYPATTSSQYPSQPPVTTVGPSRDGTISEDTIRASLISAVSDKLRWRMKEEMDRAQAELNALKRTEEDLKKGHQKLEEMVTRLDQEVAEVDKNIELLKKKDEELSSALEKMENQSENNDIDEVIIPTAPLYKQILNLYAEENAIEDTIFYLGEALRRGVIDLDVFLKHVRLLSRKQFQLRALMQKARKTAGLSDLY
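FP read-out: FITC-PTAP peptide, 50 nM final, binding Tsg101 binding domain, 10 uM final; 20 min, r.t.; 10 mM HEPES pH 7.5, 0.15 M NaCl, 0.01% Tween 20, 3 mM EDTA, 0.1 mM TCEP.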
GALK inh: qHTS Assay for Inhibitors of Human Galactokinase (GALK). Potency, µM (series often up to 57.5 µM), for inactives: top-dose activity change, negative = inhibition, most hits filed as inhibitors. AID 1868, 2009. actives 0.007% (n = 270,000). Purified GALK, Kinase-Glo residual ATP luminescence. P51570; further: potency means the concentration at half of the fitted maximal effect; on the % scale 0 is the no-effect control and ±100 the full control effect
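Galactose (100 uM) and ATP (35 uM) were turned over by 5 nM GALK for 1 h at RT. Kinase-Glo Plus then converted the remaining ATP into a luminescent signal.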
Menin-MLL TR inh: qHTS Assay for Inhibitors Targeting the Menin-MLL Interaction in MLL Related Leukemias: Competition With Texas Red Labeled MLL-derived Mutant Peptide; Menin + Texas Red MLL mutant peptide, fluorescence polarization; Potency, µM (series often up to 61.6 µM), for inactives: at the top dose FP activity change, negative = inhibition, actives largely listed as inhibitors; actives 0.23% (n = 270,000); AID 1768, 2009; active means well fitted inhibition curve with a large enough effect in the polarisation, with a control signal flat, not every such curve was filed as active; inconclusive means small, poorly fitted or top-dose-only effect, or effect the other way, or a change in a side signal; inactive means no such curve, though single readings can be large or run the other way; the % refers to the polarisation; further: potency means the concentration at half of the fitted maximal effect; % of control where 0% means no effect; many of its hits are not listed in these tables
PKM2 act: qHTS Assay for Activators of Human Muscle isoform 2 Pyruvate Kinase; Pyruvate kinase PKM (Homo sapiens), P14618; purified PKM2, Kinase-Glo ATP luminescence, activation; response scale: 0% is enzyme alone, no compound; Potency, µM (top dose mostly 57.5 µM), for inactives: at the top dose activation, usual class: activators; actives 0.34% (n = 260,000); further: potency means the concentration at half of the fitted maximal effect; on the % scale 0 is the no-effect control and ±100 the full control effect; nearly all actives have a fitted effect of over 55% in size
Target sequence (P14618 whole entry, looked up, canonical isoform): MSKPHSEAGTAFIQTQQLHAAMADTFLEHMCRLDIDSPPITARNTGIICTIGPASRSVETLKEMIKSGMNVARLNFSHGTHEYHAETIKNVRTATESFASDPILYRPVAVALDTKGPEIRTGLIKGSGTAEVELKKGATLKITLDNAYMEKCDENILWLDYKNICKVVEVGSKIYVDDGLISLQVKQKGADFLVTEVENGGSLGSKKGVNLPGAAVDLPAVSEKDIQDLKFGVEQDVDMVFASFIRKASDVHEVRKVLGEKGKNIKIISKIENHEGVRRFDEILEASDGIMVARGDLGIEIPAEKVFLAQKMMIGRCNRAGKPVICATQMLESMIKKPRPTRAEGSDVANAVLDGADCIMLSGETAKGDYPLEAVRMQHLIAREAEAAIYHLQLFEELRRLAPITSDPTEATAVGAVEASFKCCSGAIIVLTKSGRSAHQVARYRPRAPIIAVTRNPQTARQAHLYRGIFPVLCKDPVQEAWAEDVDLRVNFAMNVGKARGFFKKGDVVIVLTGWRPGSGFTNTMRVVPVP
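Kinase-Glo luminescence reports ATP generated from ADP (0.1 mM) and PEP (0.5 mM) by purified hPK-M2 after 1 h at room temperature, pH 7.2 imidazole buffer; intermediate enzyme activity allows detecting inhibitors and activators.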
B2AR arrestin: qHTS assay of beta-arrestin-biased ligands of beta2-adrenergic receptor; Potency, µM (titrated, usually from 46.1 µM), for inactives: at the top dose activation, actives largely listed as activators; Beta-2 adrenergic receptor (Homo sapiens), P07550; beta-arrestin recruitment to beta2AR, cell-based reporter; actives 0.02% (n = 330,000);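 further: potency means the concentration at half of the fitted maximal effect; 0% = DMSO controls and full agonism = EC100 isoproterenol or metaproterenol; nearly all actives have a fitted effect of over 65% in size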
Integrin act MD: qHTS for Activators of Integrin-Mediated Alleviation for Muscular Dystrophy. alpha7betagal myoblasts, beta-gal FDG fluorescence, 48 h. Potency, µM (series often up to 38.3 µM), without a hit: at the highest dose activation, actives largely listed as activators. actives 0.064% (n = 350,000);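 further: potency means the concentration at half of the fitted maximal effect; 100% = response of the positive control SU9516; nearly all actives have a fitted effect of over 60% in size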
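alpha7betagal+/- myoblasts (passage 13, 250/well) treated 48 h at 37C with compounds at 1:260 dilution of DMSO stock. Lysed, then beta-galactosidase activity read as FDG fluorescence (ex 480/em 540) after 30 min, with pre-read for autofluorescence.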
Tb PFK block: qHTS Assay to Find Inhibitors of T. brucei phosphofructokinase. T. brucei PFK, ADP-Glo luminescence. actives 0.17% (n = 330,000). AID 485367, 2010. Potency, µM (doses to about 57.5 µM), for the others: top-dose activity, negative = inhibition, most hits filed as inhibitors;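 further: potency means the concentration at half of the fitted maximal effect; 0% = uninhibited 1x PFK enzyme wells and -100% = no-enzyme wells; nearly all actives have a fitted effect of over 60% in size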
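In TEA buffer at pH 8.0 with 5 mM MgCl2, enzyme (1.25 nM) converted F6P (0.5 mM) and ATP (0.1 mM) for 45 min at room temperature. ADP product was read by luciferase luminescence.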
Chronic BCR inh: qHTS Assay to Find Inhibitors of Chronic Active B-Cell Receptor Signaling; ABC-DLBCL IkBa-CBG/CBR reporter, luminescence ratio, 4 h; Potency, µM (doses to about 46.1 µM), without a hit: at the highest dose ratio change, negative = lower green/red ratio, usual class: inhibitors; actives 0.05% (n = 340,000); active means well fitted inhibition curve with a large enough effect in the signal ratio, with a control signal flat, not every such curve was filed as active; inconclusive means small, poorly fitted or top-dose-only effect, or effect the other way, or a change in a side signal; the % refers to the signal ratio;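 further: potency means the concentration at half of the fitted maximal effect; plate controls were basal doxycycline-induced cells for no effect and cells given 10 µM MG132 for full effect; MG132 reads +100%, hits lower the ratio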
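TMD8 human ABC-DLBCL cells with doxycycline-inducible IκBα–green luciferase fusion and unfused red luciferase, in 0.5% FBS medium; compounds up to 46 uM, 4 h at 37C. Green/red luminescence ratio, filter-overlap corrected, fitted to concentration-response curves.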
S-ASM inh: Inhibitors of Secretory Acid Sphingomyelinase (S-ASM): qHTS | Sphingomyelin phosphodiesterase (Homo sapiens), P17405 | placental ASM, HMU-PC fluorogenic substrate, 60 min | Potency, µM (titrated, usually from 57.5 µM), without a hit: at the top dose activity change, negative = inhibition, usual class: inhibitors | actives 0.006% (n = 340,000) | AID 504937, 2011; further: potency means the concentration at half of the fitted maximal effect
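Human placenta-derived ASM preincubated with compound 10 min at room temperature, then reacted with 9 uM (final) fluorogenic HMU-PC substrate for 60 min at 37 C. Stop solution raises pH to 10; fluorescence read at Ex 386/Em 447 nm.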
Numbers without * were called inactive; ? = inconclusive; . = no result given; [ ] = another dose, or the depositor's remark. Unless noted, the call rests on the fitted dose curve; in most records, active means well fitted curve in the direction sought with a large enough effect; inconclusive means small, poorly fitted or top-dose-only effect, or another doubt; inactive means no such curve, though single readings can be large; an effect the other way counts as inactive or inconclusive. A portion of the library. The share of hits here may be higher or lower than overall.

SMILES	Giardia killer	FBPA coupling cs	TSG101-PTAP inh	GALK inh	Menin-MLL TR inh	PKM2 act	B2AR arrestin	Integrin act MD	Tb PFK block	Chronic BCR inh	S-ASM inh
COc1ccccc1NC(=O)COc1ccc(/C=N/NC(=O)CSCc2ccc(Cl)cc2)cc1	6	0	-2%	3%	-24%	-8%	-0.1%	-16%	0%	0%	8%
CCc1c(C)nc2ncnn2c1N1CCCC(C(=O)Nc2ccc(NC(C)=O)cc2)C1 (stereo not given)	-5	.	-4%	1%	-15%	-1%	4.0%	-3%	2%	-3%	0%
CC(C)N=C(Nc1ccccc1)c1cccnc1	-11	-1	-7%	0%	.	2%	-4.8%	5%	0%	-1%	0%
CCOC(=O)c1c(N)sc2c1CCN(CCc1ccccc1)C2	6	1	-2%	3%	-13%	1%	-0.4%	-7%	-2%	-4%	40%[activator]
COc1ccccc1/C=C(/C(=O)OCC(=O)Nc1ccccc1C(C)C)c1ccccc1	-3	6	-6%	0%	5%	-5%	8.8%	2%	7%	5%	-12%
Cc1c(NC(=O)Nc2ccccc2)cccc1[N+](=O)[O-]	5	0	-3%	0%	2%	1%	-1.6%	8%	-11%	3%	-1%
COc1ccc(-n2c(C)nc3sc4c(c3c2=O)CCCC4)cc1	.	9	.	-2%	?	1%	-0.6%	.	-2%	5%	.
CCc1cccc(NC(=O)c2ccc3c(=O)n4c(nc3c2)CCCCC4)c1	5	2	-2%	.	.	4%	-0.6%	-9%	3%	0%	-22%
COc1ccc(/C(O)=C2/C(=O)C(=O)N(CCCN(C)C)C2c2ccccc2)cc1OC (stereo not given)	14	2	-11%	1%	15%	-1%	-0.6%	17%	-1%	2%	0%
c1ccc(-c2nnc(N3CCOCC3)c3ccccc23)cc1	18	0	-5%	0%	-16%	28%	2.1%	-15%	1%	?	-1%
Cc1ccc(CCNC(=O)C2CCC(=O)N2Cc2cccnc2)cc1 (stereo not given)	5	0	-2%	-3%	-3%	-16%	-0.5%	3%	-12%	2%	1%
Cc1ccc(OCC(=O)Nc2ccc([N+](=O)[O-])cc2)cc1	-21	0	-3%	.	-7%	8%	-1.2%	-10%	-1%	?	3%
CCC1CCCCN1CCCNC(=O)CSc1nc2nc(C)c(Cc3ccccc3)c(C)n2n1 (stereo not given)	-1	2	-3%	-1%	-17%	.	-1.1%	0%	0%	1%	-3%
O=C(CCCn1c(=S)[nH]c2cc3c(cc2c1=O)OCO3)N1CCN(c2ccccc2F)CC1	5	2	1%	1%	-7%	5%	-0.2%	17%	-7%	-7%	-12%
O=C(COCc1cc(-c2ccc3c(c2)OCO3)on1)N1CCN(c2cccc(Cl)c2)CC1	-14	-1	0%	3%	20%	-4%[0.46 µM]	0.0%	16%	-2%	0%	-10%
CCCCCOc1ccc(NC(=O)C(=O)NCC2CCCN2CC)cc1 (stereo not given)	5	3	-2%	9%	-9%	-4%	-0.1%	-13%	-2%	6%	-1%
COc1ccc(C)cc1S(=O)(=O)n1cnc(C)c1	-7	0	-6%	5%	16%	-3%	-0.9%	19%	-2%	-2%	-2%
CCOCCCNC(=O)C(Cc1ccccc1)NS(=O)(=O)c1cccc2nsnc12 (stereo not given)	-21	0	0%	13%	0%	-2%	-0.4%	-3%	2%	5%	1%
O=C(Cn1cnc2c(nnn2Cc2ccc(F)cc2)c1=O)N1CCCCC1	6	1	-2%	1%	11%	6%	0.2%	-3%	-14%	-1%	2%
CCCn1nc(C(=O)NNC(=O)c2cccc(C)c2)c2ccccc2c1=O	19	.	-1%	.	.	.	0.3%	-23%	-2%	0%	-1%
COc1cc(SC)ccc1C(=O)NCCc1ccccc1	10	-1	-1%	0%	-20%	-4%	-0.3%	16%	0%	-2%	3%
O=C(CSCc1c(F)cccc1Cl)NCCSCc1ccco1	-9	0	-2%	0%	-11%	4%	0.3%	0%	2%	0%	6%
COc1ccc(Cl)cc1N(CC(=O)N1CCCCCC1)S(C)(=O)=O	-3	0	-4%	4%	-16%	-1%	0.0%	22%	-1%	0%	3%
CCN(CC)S(=O)(=O)c1cccc(NN=c2c(=O)c3ccccc3c2=O)c1	-2	-4	2%	-2%	.	-17%	-0.5%	11%	-3%	3%	5%
CC(C)COC(=O)Nc1nnc(SCCOc2ccccc2)s1	2	1	0%	3%	-24%	-3%	-0.4%	16%	2%	8%	0%

Going on with the list:
SMILES	Giardia killer	FBPA coupling cs	TSG101-PTAP inh	GALK inh	Menin-MLL TR inh	PKM2 act	B2AR arrestin	Integrin act MD	Tb PFK block	Chronic BCR inh	S-ASM inh
Cc1onc(-c2ccccc2)c1C(=O)n1cccn1	-7	1	-6%	0%	9%	1%	-0.6%	0%	-2%	?	0%
CC12CCC(=O)N1C(C(=O)N1CCN(S(=O)(=O)c3cccc(Cl)c3)CC1)CS2 (stereo not given)	4	.	-3%	.	.	.	-0.5%	10%	0%	1%	-2%
CCC(CC)C(=O)NCCN1CCN(C(=O)C(CC)CC)CC1	36[activator]	7	-9%	.	-10%	-4%	0.0%	0%	0%	2%	3%
O=C(COc1ccccc1)Nc1ccc(N2CCN(C(=O)c3cccs3)CC2)cc1	12	-1	-4%	-1%	-8%	2%	0.3%	-4%	-5%	-20%	-1%
CCCN1CCN(CC(=O)Nc2nncs2)CC1	6	-1	-3%	-4%	27%	4%	0.0%	-4%	0%	7%	2%
COc1ccc(NC(=O)CN(C)CC(=O)Nc2ccc(Cl)c(S(=O)(=O)N(C)C)c2)cc1	28	-6	-5%	9%	12%	0%	0.0%	-28%	1%	-8%	-1%
CCC1CN(C(=O)N2CCC(C(=O)NCCc3ccccc3OC)CC2)c2ccccc2O1 (stereo not given)	17	.	-3%	5%	.	.	-0.8%	-5%	-3%	-5%	19%
CCOC(=O)c1sc2ncn(C(C)C(=O)OCC)c(=O)c2c1C (stereo not given)	-18	2	0%	-2%	-28%	-2%	-1.5%	-12%	-7%	-10%	0%
CCn1c(CC(=O)Nc2cccc(OC)c2)nnc1SCC(=O)Nc1nccs1	6	-3	.	1%	?	0%	0.0%	-10%	-3%	2%	4%
O=C(CSc1ncccn1)NCCC1=CCCCC1	-10	.	-1%	.	.	.	-0.1%	?	-5%	?	-2%
COC(=O)c1cc(NC(=O)CSc2nncn2C)cc(C(=O)OC)c1	15	7	-7%	0%	7%	7%	-0.1%	-25%	0%	?	-3%
COc1ccc(Cn2c(O)c(C=Nc3ccc(C)cc3)c3ccccc3c2=O)cc1	-2	0	-1%	2%	-8%	-12%	-1.0%	21%	2%	0%	-13%
CC(Oc1cccc(Cl)c1)C(=O)N1CCN(c2ncccn2)CC1 (stereo not given)	-10	.	-7%	.	.	.	-1.8%	-5%	1%	1%	6%
O=C(NCCCn1ccnc1)c1ccc(COc2ccccc2)o1	-22	.	0%	.	.	.	0.1%	-1%	0%	0%	1%
Cc1ccc(CNC(=O)CCNS(=O)(=O)c2ccc(C)cc2)cc1	-28	6	-1%	3%	-4%	-3%	0.2%	21%	4%	?	0%
CCNC(=S)N/N=C/c1c(Cl)cccc1Cl	45[activator]	-1	-2%	3%	-10%	-3%	0.0%	-1%	7%	-8%	-1%
CC(C)c1ccc(NC(=O)CCC(=O)NCc2ccco2)cc1	6	1	-1%	1%	2%	-3%	-0.2%	0%	-2%	0%	-1%
O=C(Nc1ccncc1)c1cccc(S(=O)(=O)N2CCc3ccccc32)c1	1	.	-4%	.	.	.	-1.2%	-21%	3%	-1%	-1%
O=[N+]([O-])c1cccc(N/N=C/c2cccc3ccccc23)c1	-30	-6	3%	-4%	?	1%	-0.4%	-1%	-4%	?	-13%
